From PubChem BioAssay
Bcl-XL Bim block = disrupts Bim peptide binding to human Bcl-XL. Q07817. bead flow cytometry, fluorescence. inhibition, % at 10 µM. 190,000 tested, 0.04% active
Target sequence (Q07817 whole entry, looked up): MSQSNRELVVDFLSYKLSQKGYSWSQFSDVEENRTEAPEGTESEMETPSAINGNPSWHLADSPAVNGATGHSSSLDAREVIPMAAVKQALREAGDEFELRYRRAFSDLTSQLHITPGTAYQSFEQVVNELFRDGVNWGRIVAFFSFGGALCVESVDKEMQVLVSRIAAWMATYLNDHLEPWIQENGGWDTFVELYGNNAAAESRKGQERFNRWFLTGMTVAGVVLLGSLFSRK
Bcl-2 Bim block = disrupts Bim peptide binding to human Bcl-2 | P10415 | Bead-based flow cytometry, Bim peptide-Bcl-2 binding | inhibition, % at 10 µM | 190,000 tested, 0.06% active | AID 950; in the data active means inhibition above about 40%; inconclusive means no clear call, values can overlap the other calls;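 further: 0% = no compound wells with probe peptide and 100% = reference peptide inhibitor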
Target sequence (P10415 whole entry, looked up): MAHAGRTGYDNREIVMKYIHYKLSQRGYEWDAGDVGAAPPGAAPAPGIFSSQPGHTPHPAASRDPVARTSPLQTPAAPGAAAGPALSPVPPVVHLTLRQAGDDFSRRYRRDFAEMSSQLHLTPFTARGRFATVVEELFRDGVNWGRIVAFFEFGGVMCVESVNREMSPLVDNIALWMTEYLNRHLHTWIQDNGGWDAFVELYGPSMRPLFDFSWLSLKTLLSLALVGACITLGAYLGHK
Rac1 mut GTP = modulators of GTP binding to human Rac1 activated mutant | P63000 | GST-Rac1 activated beads, fluorescent GTP binding, flow cytometry; actives lie on both sides; 100% means binding = to untreated wells | percent activity (GTP binding), % at 10 µM | 190,000 tested, 0.11% active;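 active means GTP binding at least 20 percentage points away from the 100% baseline, in either direction, so actives lie on both sides; inconclusive means Compound likely fluorescent itself, or too few beads counted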
Cdc42 wt = modulators (inhibitors or activators) of GTP binding to human Cdc42 wildtype; P60953; GST-Cdc42 beads, Bodipy-GTP binding, flow cytometry; actives lie on both sides; percent activity (GTP binding), % at 10 µM; 190,000 tested, 0.2% active; AID 761;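 active means percent activity GTP binding at least 20 points away from the 100% baseline, either down as inhibitor or up as activator; inconclusive means compound flagged as likely green fluorescent from well-wide comparison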;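 further: median bead fluorescence of bound Bodipy-FL-GTP at 100 nM; 0% = excess unlabeled GTP control and 100% = no compound control; below 100% means less GTP binding so inhibitor and above means activator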
Target sequence (P60953 whole entry, looked up): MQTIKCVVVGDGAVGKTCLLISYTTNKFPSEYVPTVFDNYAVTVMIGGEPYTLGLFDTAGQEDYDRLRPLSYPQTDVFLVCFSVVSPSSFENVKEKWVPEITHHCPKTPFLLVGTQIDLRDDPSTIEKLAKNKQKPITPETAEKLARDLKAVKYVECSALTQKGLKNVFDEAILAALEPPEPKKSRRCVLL
Bim-Bfl-1 = disrupts Bim binding to human Bfl-1 | Bead-based flow cytometry, Bim-Bfl-1 binding inhibition | inhibition, % at 10 µM | 190,000 tested, 0.12% active | AID 1008;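 further: 0% = wells without compound plus tracer and 100% = blocker peptide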
Rab2 wt GTP = changes GTP binding to wildtype dog Rab2A, up or down; P61105; GST-Rab2 wt beads, Bodipy-GTP binding, flow cytometry; GTP binding activity, % at 10 µM; 190,000 tested, 0.19% active;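 active means GTP binding activity at least 20 points away from 100%, either lowered or raised; inconclusive means signal likely due to the compound's own green fluorescence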;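 further: 0% = beads with excess unlabeled GTP and 100% = no-compound control corrected for plate trend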
Bcl-B Bim block = inhibitors of Bim-Bcl-B interaction, human | Q9HD36 | bead-based flow cytometry, Bim peptide-Bcl-B binding | inhibition, % at 10 µM | 190,000 tested, 0.073% active;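 further: 0% = tracer peptide without compound and 100% = reference inhibitor peptide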
Target sequence (Q9HD36 whole entry, looked up): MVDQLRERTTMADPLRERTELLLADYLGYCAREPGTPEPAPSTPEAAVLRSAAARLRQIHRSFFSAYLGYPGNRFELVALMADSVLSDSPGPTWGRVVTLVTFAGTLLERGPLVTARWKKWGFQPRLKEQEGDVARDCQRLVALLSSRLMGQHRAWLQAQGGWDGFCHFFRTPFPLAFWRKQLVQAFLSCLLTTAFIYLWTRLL
Rac1 wt modul = human Rac1 wildtype GTP binding, inhibitors and activators; GST-Rac1 beads, fluorescent GTP binding, flow cytometry; actives lie on both sides; 0 = cold GTP competed, 100 = untreated; GTP binding activity (% of control), % at 10 µM; 190,000 tested, 0.27% active;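 active means GTP binding activity at least 20 points away from the 100% control level, either lower or higher; inconclusive means compound flagged as likely green fluorescent, judged across all proteins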
Rab7 wt GTP bind = dog Rab7 wildtype GTP binding, inhibitors and activators; GST-Rab7 beads, fluorescent GTP binding, flow cytometry; actives lie on both sides; untreated = 100%, excess cold GTP = 0%; 190,000 tested, 0.055% active; GTP binding activity (percent of control), % at 10 µM;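 active means fluorescent GTP binding to Rab7 beads changed by at least 20 points from the 100% baseline, either direction, mostly lower; inconclusive means compound itself probably fluorescent, or too few beads counted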;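 further: median green fluorescence of bound Bodipy-FL-GTP per Rab7 bead population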
Bcl-W Bim block = disrupts Bim peptide binding to human Bcl-W | Q92843 | bead-based flow cytometry | inhibition, % at 10 µM | 190,000 tested, 0.02% active;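 further: 0% = bound tracer without compound and 100% = peptide blocker; higher means less fluorescent Bim peptide bound to Bcl-W beads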
HRas wt GTP bind = human HRas wildtype GTP binding, change in either direction. P01112. GST-Ras wt beads, Bodipy-FL-GTP binding, flow cytometry; actives lie on both sides. GTP binding activity, % at 10 µM. 190,000 tested, 0.14% active. AID 759;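 active means GTP binding activity at least 20% away from the 100% baseline, either lowered as inhibitor or raised as activator; inconclusive means flagged as likely green fluorescent, judged across all proteins in the well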;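 further: 0% = unlabeled GTP competition control and 100% = no-compound control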
* hit, by the source's call; ? = inconclusive. Unless noted, no stated cut-off is given here; in the data, active means inhibition above about 40%.

SMILES	Bcl-XL Bim block	Bcl-2 Bim block	Rac1 mut GTP	Cdc42 wt	Bim-Bfl-1	Rab2 wt GTP	Bcl-B Bim block	Rac1 wt modul	Rab7 wt GTP bind	Bcl-W Bim block	HRas wt GTP bind
Nn1cnc2c(c1=O)C1(CCCCC1)Cc1ccccc1-2	-3	-4	102	99	-14	101	-5	104	104	-2	102
CCOC(=O)c1ccc(N/C(=N\S(=O)(=O)c2ccccc2C)c2ccccc2)cc1	-2	3	98	100	-5	99	0	101	96	-2	100
O=C(/C=C/c1ccccc1)N1CCC(N2CCC(C(=O)N3CCOCC3)CC2)CC1	-4	-6	97	97	-8	99	-5	100	106	-2	100
Cc1ccccc1NC1=NC(C)(C)N=C(N)N1	-1	1	98	102	-4	100	0	100	101	0	103
CC1(C)CC(=O)C(C=Nc2ccc(O)cc2)=C(O)C1	-4	-9	91	99	-12	94	-6	94	93	0	97
O=C1CCCC2=C1C(c1ccc(O)c(O)c1)Nc1ccc3ncccc3c12 (stereo not given)	6	17	95	98	21	99	4	101	104	20	97
Cc1ccc(S(=O)(=O)N(c2cccc(C)c2)C2CCS(=O)(=O)C2)cc1 (stereo not given)	-4	-13	102	100	-16	98	-9	102	99	-2	101
O=[N+]([O-])c1cc(S(=O)(=O)N2CCCC2)ccc1N/N=C/c1ccncc1	-3	0	97	96	-1	98	1	100	98	-3	98
O=C(Nc1nnc(-c2ccco2)o1)c1cccc(N2C(=O)CCC2=O)c1	0	-1	93	96	0	94	0	94	94	0	95
O=C1C2CC=C(Cl)CC2C(=O)N1CCC[n+]1cccc2ccccc21 (stereo not given)	-4	-8	99	104	-12	103	-9	106	101	-4	103
CC(=O)Nc1ccc(NC(=O)C(C)OC(=O)c2ccccc2C(=O)c2ccc(Cl)c([N+](=O)[O-])c2)cc1 (stereo not given)	-10	-4	98	98	0	98	-10	101	102	-11	100
CCc1nc(SCC(=O)N2CCN(c3ccccc3)CC2)c2c(=O)n(C)c(=O)n(C)c2n1	-3	2	92	91	0	96	-4	93	98	-2	95
O=C(C1=C(O)C(=O)N(CCOCCO)C1c1cccs1)c1cccs1 (stereo not given)	-2	-12	99	101	-9	100	-7	102	99	4	100
C=CCn1c(O)c(N=NC(=O)c2ccc3c(c2)OCO3)c2ccccc21	-1	-4	98	100	2	100	-3	101	99	-3	100
CC(=O)Nc1ccc(S(=O)(=O)N2CCOCC2)cc1	-5	-8	99	101	-5	100	-21	106	102	-11	102
CC(=O)OC1CC(C)(C)N(OC(=O)CCCN2C(=O)c3ccccc3C2=O)C(C)(C)C1	-2	0	98	98	-4	100	0	101	99	0	98
Cn1ncc2c(N3CCOCC3)ncnc21	-2	1	101	100	0	99	1	101	98	0	101
CCN1C(=O)/C(=C\N(C)C)c2ccccc21	-7	4	95	96	1	97	-8	99	93	0	97
O=c1c2ccccc2nc2c3ccccc3cnn12	19	3	83	78*	0	77*	15	65*	83	13	77*
CCCC(=O)Nc1nc2ccc(NC(=O)c3ccc(Br)o3)cc2s1	-1	0	98	101	-2	96	-5	101	94	-1	99
CCOC(=O)c1cc(C)n(CCCN2CCOCC2)c1C	0	3	93	97	-2	97	2	95	98	0	97
CC(=O)c1c(C)nc2sc3c(=N)n(N)cnc3c2c1-c1ccc(Cl)cc1	-14	0	?	?	3	?	-14	?	?	-14	?
O=C(CCl)Nc1ccccc1C(=O)NCc1ccccc1	-4	-5	94	96	-5	95	-7	92	95	-1	97
O=C(c1ccccc1)c1cccn1CC(=O)N1CCN(C2CCCCC2)CC1	-3	-3	100	106	-1	106	-2	103	102	-2	106
COc1ccc(Cc2c(O)nc(SC)n(C(C)=O)c2=O)cc1	5	1	96	100	1	98	5	101	100	3	100
CCOC(=O)N1CCN(C(=O)c2ccc(SC)cc2OC)CC1	-2	1	95	96	-3	95	-5	100	99	0	97
CC(C)(C)c1ccc(OCCn2ccccc2=O)cc1	2	0	101	103	3	104	5	101	96	2	104
COc1cc(NC(=S)NCCc2ccc(S(N)(=O)=O)cc2)c(OC)cc1Cl	-1	-1	94	95	2	95	-1	97	92	-5	96
COC(=O)c1cc(COc2ccc3c4c(c(=O)oc3c2)CCCC4)c(C)o1	-4	-8	97	100	-10	99	-5	102	99	0	100
O=C(Nc1nnc(SCc2c(Cl)cccc2Cl)s1)C1CCCO1 (stereo not given)	-1	0	92	97	0	96	-3	96	96	-2	100
CC1Cc2cc(/C(O)=C3/C(=O)C(=O)N(CCCn4ccnc4)C3c3ccncc3)ccc2O1 (stereo not given)	-3	-3	101	104	-7	103	0	105	108	1	103
COc1ccc(-c2ccnc(SCC(=O)c3ccc(Br)cc3)n2)cc1	-2	-5	98	97	-5	96	-2	97	99	0	96
Cc1ccc(-c2nn(-c3ccccn3)c(=O)c3ccccc23)cc1	-2	-6	95	99	-4	102	-6	96	108	-3	101
COC(=O)Cc1ccc(NC(=S)N2CCCCC2C)cc1 (stereo not given)	1	-2	94	99	-4	94	-4	100	97	2	95
COc1ccc(C2c3c(ncn(CCN4CCOCC4)c3=N)Oc3ccc4ccccc4c32)cc1 (stereo not given)	-5	-4	103	100	-8	100	-6	102	96	-3	100
CCC(C(=O)OCC(=O)Nc1c(C)n(C)n(-c2ccccc2)c1=O)c1ccccc1 (stereo not given)	-3	-5	99	99	-9	100	-5	101	101	0	101
COCC(=O)Nc1cc(C(=O)OC)cc(C(=O)OC)c1	-8	-3	101	101	-5	100	-4	103	95	-7	100
Clc1ccc(CN2CCC(c3nc4ccc(Cl)cc4[nH]3)CC2)cc1	2	0	100	102	0	101	-2	101	98	0	101
O=C(NCc1ccccc1)NC1CC2CCC(C1)N2Cc1ccco1 (stereo not given)	0	-10	96	97	-10	98	-11	102	101	-2	99
C/C(=N/NC(=O)c1cccs1)c1cccc(NC(=O)C2CC2)c1	-1	2	98	96	0	94	0	98	93	0	95
COc1ccccc1NC(=O)Cn1nnc(C(=O)Nc2ccccc2)c1N	-5	-5	101	100	-10	99	-8	102	99	4	101
COc1cc(S(=O)(=O)n2c(C)nc3ccccc32)ccc1F	-8	-12	98	99	-19	100	-9	104	98	-1	99
CCCCN1CC(O)=C(c2nc3ccccc3[nH]2)C1=N	-7	-8	96	99	-10	98	-6	97	97	-4	95
O=C(CN1CCCCCC1)NCCc1ccc(F)cc1	-9	1	102	106	0	106	0	104	104	-6	106
O=C(Cn1nnc2ccccc21)NNC(=S)NC1CCCCC1	-1	-2	91	91	-9	95	-12	96	100	0	97
COc1ccc(Nc2nc(-c3cccc([N+](=O)[O-])c3)nc3ccccc23)cc1	5	-1	100	103	-1	97	5	101	99	3	98
CCCN(CCC)CCCNC(=S)Nc1ccc2nc3n(c(=O)c2c1)CCCCC3	-7	-4	100	98	-2	97	-7	102	100	-4	97
COc1ccc(NCc2n[nH]nc2-c2ccccc2)cc1Cl	-11	-9	91	93	-15	92	-6	90	93	-2	95
O=C(COC(=O)c1ccccc1-c1nc2ccccc2s1)NC1CCS(=O)(=O)C1 (stereo not given)	-9	-6	99	101	-3	99	-4	102	96	-3	98
O=CN(CCN(C=O)CN1CCCCC1)CN1CCCCC1	5	-5	94	98	-8	96	-4	97	94	0	96

Random excerpt: 2 entries already listed
SMILES	Bcl-XL Bim block	Bcl-2 Bim block	Rac1 mut GTP	Cdc42 wt	Bim-Bfl-1	Rab2 wt GTP	Bcl-B Bim block	Rac1 wt modul	Rab7 wt GTP bind	Bcl-W Bim block	HRas wt GTP bind
COC(=O)Cc1ccc(NC(=S)N2CCCCC2C)cc1 (stereo not given)	1	-2	94	99	-4	94	-4	100	97	2	95
Nn1cnc2c(c1=O)C1(CCCCC1)Cc1ccccc1-2	-3	-4	102	99	-14	101	-5	104	104	-2	102

Next section
SMILES	Bcl-XL Bim block	Bcl-2 Bim block	Rac1 mut GTP	Cdc42 wt	Bim-Bfl-1	Rab2 wt GTP	Bcl-B Bim block	Rac1 wt modul	Rab7 wt GTP bind	Bcl-W Bim block	HRas wt GTP bind
CCOc1cc(/C=N/NC(=O)Cc2ccc(C(F)(F)F)cc2[N+](=O)[O-])c(Br)cc1OC	-2	-3	103	106	-7	105	-7	109	107	9	105
O=[N+]([O-])c1ccc(Oc2cccc(Br)c2)c2ccncc12	-5	-5	93	97	-13	91	-12	96	92	0	95
CC(C)COc1ccc(Br)cc1CNC(C)(C)C	-4	-6	97	96	-1	95	-6	96	96	-4	97
Cc1cc(C(=O)COc2cccc(-n3cnnn3)c2)c(C)n1-c1ccccc1	0	0	101	104	-1	103	-2	101	96	0	102
c1ccc(C2=Nc3ccccc3SC2c2nc3ccccc3[nH]2)cc1 (stereo not given)	-7	1	98	97	-3	102	-2	103	100	-3	97
O=C(OCC(=O)N1CCc2ccccc21)c1ccc(Cl)nc1	0	-2	99	101	4	103	0	100	95	0	101
CC12CC3CC(C)(C1)CC(CN1CCOCC1)(C3)C2	-3	-4	98	105	-15	100	-9	105	98	0	101
COc1cc(C2c3c(oc4ccccc4c3=O)C(=O)N2Cc2ccncc2)ccc1O (stereo not given)	-4	-1	96	98	-4	97	-1	98	96	0	98
CCN(CC)CCN(C(=O)c1ccc(Br)s1)c1nc2cc3c(cc2s1)OCCO3	2	-1	95	97	-4	99	0	102	97	2	99
CCCOC(=O)CSc1nnc(-c2ccc(Cl)cc2Cl)o1	-10	-13	98	99	-19	99	-9	101	97	0	101
Cc1ccc(C)c(N=Nc2nc3ccccc3n2C)c1	-3	-6	98	98	-6	100	-5	100	99	-1	99
COc1ccc(/C=N/NC(=O)c2ccn[nH]2)cc1COc1ccc(Cl)cc1Cl	-9	-12	99	101	-16	100	-13	109	102	-2	100
Cc1cc(C)c(C(=O)CSc2nnc(C)c(=O)[nH]2)cc1C	0	0	98	97	-2	100	0	98	104	0	98
COc1cccc(CNC(=O)CCC2CCCN(c3cc(C)nc(N4CCCC4)n3)C2)c1 (stereo not given)	-2	0	96	93	4	99	2	92	103	-1	93
COc1cc(/C=C/C(=O)O)cc(S(=O)(=O)NCCCC(=O)O)c1OC	-2	-3	96	96	-4	100	-5	101	106	-2	102
CC1(c2cccc([N+](=O)[O-])c2)CC(C)(C)N(C(=O)c2ccccc2)c2ccccc21 (stereo not given)	-1	0	96	99	1	96	0	102	104	0	100
CC1=C(C(=O)NC(C)C)C2(CCC(C)CC2)OC1=O (stereo not given)	-10	-8	97	100	-12	98	-10	102	100	-7	99
C=CCSc1nc2ccsc2c(=O)n1-c1cccnc1	-3	-1	93	93	-3	98	-2	92	95	-1	97
N#Cc1c(-c2ccccc2)nc(SCC(=O)Nc2nnc(C(F)(F)F)s2)[nH]c1=O	-16	0	83	84	0	86	-3	90	94	-11	90
CCCCNC(=O)C(=O)NC(C)CCc1ccccc1 (stereo not given)	0	-8	93	100	-10	97	-7	98	99	1	101
Cc1cc(C(=O)N2CCN(c3ncccn3)CC2)c2cc(F)ccc2n1	-6	0	99	101	-1	98	0	99	94	0	99
